Screening data from PubChem BioAssay.
RmlCD inh mix – RmlC/RmlD inhibition, mixture screen; RmlC/RmlD coupled enzyme inhibition, 384-well mixture HTS; inhibition, % at 5.5 µM; 110,000 compounds, 0.39% hits; AID 1532; in the data active = inhibition above about 30%, passing the limit was not always enough; inconclusive = no clear call, values can overlap the other calls; note: strong numbers were not always called active
RT RNaseH block – blocks HIV-1 RNase H cleavage of RNA/DNA duplex; P04585; RT-RNase H RNA/DNA duplex cleavage, fluorescence; inhibition, % at 10 µM; 65,000 compounds, 1.9% hits; in the data active = inhibition above about 50%
* = called active by the depositor; u = inconclusive; x = not tested or not shown. The list is partial (hit frequency here may not be typical).

Sample of the layout (15 entries):
SMILES	RmlCD inh mix	RT RNaseH block
Cc1ccc(Cn2ccc(NC(=O)c3cc(-c4ccco4)on3)n2)cc1	8.3	-22.9
Cc1ccc2nc(NC(=O)C3CCN(S(=O)(=O)c4cccnc4)CC3)sc2c1	6.1	x
O=C(NCCCN1CCOCC1)c1cc(-c2cccs2)on1	-10.4	-5.3
CCOc1cc2[nH]c(=S)n(CCC(=O)N3CCc4ccccc4C3)c(=O)c2cc1OCC	-3.2	x
CC(=O)Nc1ccc(S(=O)(=O)CCC#N)cc1	-9.2	-2.7
Cc1cc(OCC(=O)N(C)C)c2c(-c3ccccc3)cc(=O)oc2c1	-8.4	-16.4
COc1cc2c(C(=O)NCc3ccccn3)cn(CC(C)C)c(=O)c2cc1OC	4.1	-4.5
CCCSc1nc(C)cc(=O)[nH]1	-10.7	-12.0
O=C(CSc1ncn[nH]1)N1N=C2/C(=C/c3ccco3)CCCC2C1c1ccco1 (centres undefined)	3.7	x
COc1ccc(Nc2nc(C)cc(-c3cc(-c4ccccc4)on3)n2)cc1	-10.8	x
CCN(CC)S(=O)(=O)c1cccc(C(=O)OCc2cc(=O)n3nc(C)sc3n2)c1	-21.3	-23.2
CCCc1nc2ccccc2[nH]1	-5.0	x
CCC(c1nnnn1Cc1ccco1)N(Cc1cc2cc(C)cc(C)c2[nH]c1=O)CC1CCCO1 (centres undefined)	-13.3	20.9
CCc1ccc(OCC(=O)Nc2ccc(-c3nc4ccccc4o3)c(O)c2)cc1	-194.7	68.0*
COc1ccc2cc(S(=O)(=O)N3CCOCC3)ccc2c1	12.3	-10.6

This part in full, from the first entry:
SMILES	RmlCD inh mix	RT RNaseH block
Cc1ccc(Cn2ccc(NC(=O)c3cc(-c4ccco4)on3)n2)cc1	8.3	-22.9
Cc1ccc2nc(NC(=O)C3CCN(S(=O)(=O)c4cccnc4)CC3)sc2c1	6.1	x
O=C(NCCCN1CCOCC1)c1cc(-c2cccs2)on1	-10.4	-5.3
CCOc1cc2[nH]c(=S)n(CCC(=O)N3CCc4ccccc4C3)c(=O)c2cc1OCC	-3.2	x
CC(=O)Nc1ccc(S(=O)(=O)CCC#N)cc1	-9.2	-2.7
Cc1cc(OCC(=O)N(C)C)c2c(-c3ccccc3)cc(=O)oc2c1	-8.4	-16.4
COc1cc2c(C(=O)NCc3ccccn3)cn(CC(C)C)c(=O)c2cc1OC	4.1	-4.5
CCCSc1nc(C)cc(=O)[nH]1	-10.7	-12.0
O=C(CSc1ncn[nH]1)N1N=C2/C(=C/c3ccco3)CCCC2C1c1ccco1 (centres undefined)	3.7	x
COc1ccc(Nc2nc(C)cc(-c3cc(-c4ccccc4)on3)n2)cc1	-10.8	x
CCN(CC)S(=O)(=O)c1cccc(C(=O)OCc2cc(=O)n3nc(C)sc3n2)c1	-21.3	-23.2
CCCc1nc2ccccc2[nH]1	-5.0	x
CCC(c1nnnn1Cc1ccco1)N(Cc1cc2cc(C)cc(C)c2[nH]c1=O)CC1CCCO1 (centres undefined)	-13.3	20.9
CCc1ccc(OCC(=O)Nc2ccc(-c3nc4ccccc4o3)c(O)c2)cc1	-194.7	68.0*
COc1ccc2cc(S(=O)(=O)N3CCOCC3)ccc2c1	12.3	-10.6
CC(=O)Nc1cccc(NC(=O)c2ccco2)c1	4.2	-3.0
NC1CCCCC1N=Cc1c(O)n(Cc2ccc(F)cc2)c(=O)[nH]c1=O (centres undefined)	9.0	-2.5
CC(=O)C1=C(C)Nc2ncnn2C1c1ccccc1Cl (centres undefined)	19.1	-9.2
CN1CCC(=O)N([C@H](CSc2ccc(Br)cc2)c2ccccc2)CC1	18.3	x
COc1cc(S(=O)(=O)N2CCCCC2)ccc1NC(=O)/C=C/c1ccccc1	-14.9	x
COc1ccc(-c2cc(C(F)(F)F)nc(SCC(=O)NCc3cccs3)n2)cc1	-11.8	x
COc1ccc(Cn2nnnc2C(c2cccs2)N2CCN(c3ccccc3)CC2)cc1 (centres undefined)	-8.9	8.9
O=S(=O)(c1ccc(F)cc1)N1CCN(c2nc(-c3ccc(F)cc3)cs2)CC1	0.0	x
COc1ccccc1NC(=S)NNC(=O)c1cc(C)nn1C	9.0	x
Cc1ccc(C)c(S(=O)(=O)Nc2ccccc2C(=O)Nc2ccccc2N2CCOCC2)c1	-1.5	x
CCOc1cc(N2CCOCC2)c(OCC)cc1NC(=O)COC(=O)[C@H](Cc1c[nH]c2ccccc12)NC(C)=O	8.1	x
COC(=O)C(N)Cc1ccc(O)c(O)c1 (centres undefined)	21.9	x
COc1ccc2c(c1)-c1ccccc1S(=O)(=O)N2C	7.4	x
O=C(Cn1c(-c2cscn2)nc2ccccc21)Nc1cc(F)ccc1F	6.6	x
N#CC1=C(SCC(N)=O)NC2=C(C(=O)c3ccccc32)C1c1ccc(Cl)cc1 (centres undefined)	4.4	x
CCn1c(SCc2nc(-c3ccccc3)no2)nnc1-c1ccco1	4.7	x
COc1cccc(N/C=C(\C#N)c2ccc(OCCCF)cc2)c1	9.9	x
CCCCCCN1CC(O)=C(c2ccccc2)C1=N	-8.6	x
CCC(=O)N1CCc2cc(S(=O)(=O)NC(C(=O)N3CCc4ccccc4C3)C(C)C)ccc21 (centres undefined)	16.7	-0.2
C=CCNC(=O)CN1CCC(O)(c2ccccc2)CC1	-0.2	-7.3
O=c1c2c3nc4ccccc4nc3n(/N=C/c3cccs3)c2ncn1-c1ccccc1	x	3.1
O=C(COc1ccc(F)cc1Br)NCc1ccccn1	-7.2	-23.8
CC(C)=CC(=O)Nc1ccc2c(c1)OCO2	-8.8	9.3
N#CCCN1CCN(C(CNS(=O)(=O)c2ccc(Cl)cc2)c2ccccc2)CC1 (centres undefined)	15.6	-1.6
Cc1cccc(OCCOCCSc2ncccn2)c1	1.9	-26.3
CC(C)CCNc1nnnc2c1sc1nc(N3CCOCC3)c3c(c12)CC(C)(C)SC3	8.6	x
Cc1ccc(N2CC3=C(C2=O)C(c2ccccc2)NC(=O)N3C)cc1 (centres undefined)	19.2	x
CC(C)(C)NC(=O)c1cnn(-c2ccccc2)c1NC(=O)c1ccccc1	-6.6	x
Cc1cc(C)nc(-n2nc(C)cc2NC(=O)COC(=O)CCC(=O)c2cccs2)n1	-10.6	-7.2
COCCCN1C(=O)C(O)=C(C(=O)c2ccco2)C1c1ccc(Br)cc1 (centres undefined)	5.2	-2.6
O=C(COC(=O)c1cccnc1Nc1ccccc1F)NCc1ccc2c(c1)OCO2	-0.1	29.3
O=C(CN1C(=O)c2cccc3cccc1c23)N1CCc2ccccc2C1	12.1	-25.2
O=C(c1ccco1)N1CCN(C(=O)C2Cc3ccccc3CN2S(=O)(=O)c2ccc(F)cc2)CC1 (centres undefined)	12.4	-4.2
O=C(Nc1ccccc1)c1c(F)cccc1F	6.8	x
Cc1[nH]c2c(ccc3ccccc32)c1C1C(CCN)C1(C)C (centres undefined)	-9.3	x
CC(NC(=O)Cn1cnnn1)C12CC3CC(CC(C3)C1)C2 (centres undefined)	-6.2	-5.5
COc1ccc(CCNC(=O)c2cc(-c3cccs3)on2)cc1OC	-17.8	-10.8
CN1CCN(CCCCOc2ccc(F)cc2)CC1	2.4	5.9
O=C(CSc1nnc2c(Cl)cc(Cl)cn12)NC1CCS(=O)(=O)C1 (centres undefined)	-11.1	x
Cc1cccc(NC(=O)NCCN2C(=O)C3C4C=CC(C4)C3C2=O)c1 (centres undefined)	-14.9	-10.9
O=C(NCSc1ccncn1)c1ccccc1	-17.2	6.6
CCN(CC)CCCN1C(=O)C(O)=C(C(=O)c2cc3ccccc3o2)C1c1ccccn1 (centres undefined)	5.0	-15.4
Cc1ccccc1-c1nc2cc(N)ccc2o1	-29.8	-25.7
CN(C(=O)c1c(Cl)nc2sccn12)C1CCCCC1	-0.9	-12.4
COC(=O)C(O)(c1ccc(NC(=O)c2ccco2)c(OC)c1)C(F)(F)F (centres undefined)	33.6	-27.3
Next section.
SMILES	RmlCD inh mix	RT RNaseH block
COC(=O)c1ccsc1NC(=O)c1ccc(Cl)s1	-2.5	-11.1
c1ccc2c(CNc3ccc(CNc4ncn[nH]4)cc3)cccc2c1	6.6	x
Cc1csc(SCC(=O)Nc2cccc3nsnc23)n1	-3.7	-96.8
COC(=O)c1nc(NC(=O)c2ccc(Cl)cc2)n[nH]1	-8.1	-2.3
CCc1ccc(-c2cc(C(=O)Nc3ccc(S(=O)(=O)NC(C)=O)cc3)c3ccccc3n2)cc1	-6.2	x
CCCC1(C(=O)O)NC(c2ccc(OC)cc2O)C2C(=O)N(c3ccc(OC)cc3)C(=O)C21 (centres undefined)	0.9	4.3
CC(C)CC(NS(=O)(=O)c1ccccc1)C(=O)O (centres undefined)	-9.1	x
COCCNC(=O)C(c1ccc(C)o1)N(CC1CCCO1)C(=O)Cn1nnc2ccccc21 (centres undefined)	-10.8	-1.1
NC[C@H]1O[C@H](O[C@H]2[C@H](O)[C@@H](O[C@H]3O[C@H](CO)[C@@H](O)[C@H](N)[C@H]3O)[C@H](N)C[C@@H]2N)[C@H](N)C[C@@H]1O	4.0	x
O=C(Nc1ccccc1N(C(=O)c1ccco1)S(=O)(=O)c1cccs1)c1ccco1	-17.7	x
COC(=O)C1=C(C(=O)OC)[C@@H]2N(C)c3ccc(OC)cc3[C@@]23C[C@@H](C(=O)OC)N(C(=O)COCc2ccccc2)C3=N1	7.1	x
COc1ccc(C2OCC3(CO2)SC(N)=NC3=O)cc1 (centres undefined)	40.1	x
CCOC(=O)N1CCN(S(=O)(=O)c2ccc3c(c2)SC(C)C(=O)N3)CC1 (centres undefined)	x	-8.7
CCOc1ccccc1C(=O)N(Cc1ccccc1)Cc1cc2cc3c(cc2[nH]c1=O)OCCO3	-0.5	x
CCOC(=O)Cn1c(-c2ccc(Cl)nc2)nc2ccccc21	5.0	x
CCOc1cc(NC(=S)Nc2cccc(OC)c2)c(OCC)cc1NC(=O)C(C)C	5.8	x
O=C(O)CS(=O)(=O)c1ccc(Oc2ccc(S(=O)(=O)CC(=O)O)cc2)cc1	-2.5	-17.4
CN(C)S(=O)(=O)c1ccc(C(=O)NCc2cccs2)cc1	-20.8	-1.2
COc1cc2c(cc1OC)/C(=C/C(=O)N1CCOCC1)NC(C)(C)C2	10.3	-5.0
COc1ccc(S(=O)(=O)n2c(CCN3CCOCC3)nc3ccccc32)cc1	-12.7	-18.4
COc1ccc(NC(=O)CN2CCN(c3nc(-c4cccc(OC)c4)cs3)CC2)cc1	100.0	x
Cc1ccc(NC(=O)NC2C(NC(=O)Nc3ccc(C)cc3)N(C)C(=O)N2C)cc1 (centres undefined)	-14.7	x
CCOc1ccc2c(c1)C(c1ccc(C)cc1)=NNC(c1ccc(C)cc1)=N2	6.4	x
CCCCOC(=O)n1c(=O)oc2cc(S(=O)(=O)N3CCCCC3)ccc21	5.8	19.4
Cc1ccc(S(=O)(=O)N2CCC(=O)N(C(COCc3cccc(C(F)(F)F)c3)Cc3ccccc3)CC2)cc1 (centres undefined)	-6.4	x
O=C(NCc1ccco1)c1ccccc1Br	5.5	-1.9
COc1cc(OC)c(NS(=O)(=O)c2coc(C(N)=O)c2)cc1Cl	-4.3	-2.6
CN(C)CC(C)(C)CNS(=O)(=O)CC12CCC(CC1=O)C2(C)C (centres undefined)	-14.6	x
CC1CCN(c2c(NCc3ccc(C(=O)NCc4cccnc4)cc3)c(=O)c2=O)CC1	18.4	1.9
CCOC(=O)C1CCCN(c2cc(C)nc3cc(-c4ccc(F)cc4)nn23)C1 (centres undefined)	-10.8	5.8
CC1(C)Cc2ccccc2C(=NCCCC(=O)O)N1	7.1	28.6
CC(C)C(=O)Nc1ncc(C(F)(F)F)cc1Cl	-11.8	x
CCOC(=O)C1=C(c2ccccc2)NC(=O)NC1c1ccc(OCC#N)c(OC)c1 (centres undefined)	7.5	-6.4
COc1ccc(-c2sccc2C(C)C(=O)O)cc1 (centres undefined)	11.4	-5.8
CS(=O)(=O)Nc1ccc(C(=O)NCCC2=CCCCC2)cc1	-94.8	-10.0
O=C(CSc1nnc(COc2ccccc2)o1)c1ccccc1	10.4	x
CCOc1c2ccc(C(=O)NCc3ccc(C(F)(F)F)cc3C(F)(F)F)cc2nn1C	-30.2	x
O=S(=O)(NC1CCCCC1)c1ccc(-c2csnn2)s1	-3.2	x
N#Cc1c(NC(=O)CN2CCN(S(=O)(=O)c3ccc4c(c3)OCCO4)CC2)sc2c1CCC2	-12.0	70.0*
Cc1cc(NC(=O)c2cc(-c3cccs3)nc3ccccc23)no1	-11.4	-7.5
CCn1nnc(C(=O)O)c1C(=O)O	-7.0	-4.3
Cc1nc2ccc(NS(=O)(=O)c3ccc4c(c3)OCCO4)cc2s1	-8.1	x
Cc1cccn2c(=O)c3cc(C#N)c(=NC(=O)c4ccncc4)n(CCCOC(C)C)c3nc12	u	-1.6
COC(=O)c1ccccc1NC(=O)c1cccc(COc2ccccc2Cl)c1	0.5	x
COc1cc2c3c(c1)-c1c(sn(-c4cc(OC)ccc4OC)c1=S)C(C)(C)N3C(=O)C2=O	-14.2	x
O=C(O)c1ccc(NC(=O)C2CC=CCC2C(=O)O)cc1 (centres undefined)	3.0	-6.8
C=C(C)C1CC=C(C)/C(=N/NC(=O)c2ccc(NC(=O)CCC)cc2)C1 (centres undefined)	7.8	x
C=C(C)Cn1c(N2CCCC2)nc2c1c(=O)[nH]c(=O)n2C	-7.8	-31.1
CC(=O)Nc1cc(C(=O)N2CCCC2)ccc1S(=O)(=O)c1ccc(C)cc1	-8.4	-20.2
COc1ccc2c(c1)CCc1sc(NC(=O)c3ccc(C)cc3)nc1-2	-1.0	x
COC1=C(OC)c2ccccc2C(C(=O)O)N/C1=C(/C)Nc1ccncc1 (centres undefined)	7.4	-1.1
O=C(NCc1ccccn1)C1CC(c2ccc(Cl)c(Cl)c2)=NO1 (centres undefined)	12.0	x
O=C(NS(=O)(=O)c1ccc(NC(=O)C2CCCO2)cc1)c1ccccc1 (centres undefined)	-10.9	4.1
CCOc1ccc(C(C)=O)cc1N1C(=O)C2C3C=CC(O3)C2C1=O (centres undefined)	7.0	-7.2

Two compounds drawn at random from the list so far, as already listed:
SMILES	RmlCD inh mix	RT RNaseH block
COc1ccc2c(c1)CCc1sc(NC(=O)c3ccc(C)cc3)nc1-2	-1.0	x
O=C(NS(=O)(=O)c1ccc(NC(=O)C2CCCO2)cc1)c1ccccc1 (centres undefined)	-10.9	4.1
